High-throughput results as filed in PubChem BioAssay.
Cdc42 wt GTP: modulators of GTP binding to wildtype Cdc42, primary screen, biochemical, multiplex bead flow cytometry, Bodipy-GTP | GST-Cdc42 beads; actives lie on both sides | Cell division control protein 42 homolog (Homo sapiens), P60953 | 190,000 compounds, 0.2% hits | percent activity (GTP binding), % at 10 µM;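 active = percent activity GTP binding at least 20 points away from the 100% baseline, either down as inhibitor or up as activator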;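 also: median bead fluorescence of bound Bodipy-FL-GTP at 100 nM; 0% = excess unlabeled GTP control and 100% = no compound control; below 100% means less GTP binding so inhibitor and above means activator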
Target sequence (P60953 whole entry, looked up): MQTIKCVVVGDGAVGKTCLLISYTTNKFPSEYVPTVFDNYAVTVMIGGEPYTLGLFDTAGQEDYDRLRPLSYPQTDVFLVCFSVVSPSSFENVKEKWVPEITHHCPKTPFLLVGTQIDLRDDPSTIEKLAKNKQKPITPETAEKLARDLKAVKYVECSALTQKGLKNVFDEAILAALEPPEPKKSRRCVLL
Bim-Bcl-2: inhibitors of Bim-Bcl-2 binding, primary screen, biochemical, multiplexed, human Bcl-2 family; Apoptosis regulator Bcl-2 (Homo sapiens), P10415; Bead-based flow cytometry, Bim peptide-Bcl-2 binding; inhibition, % at 10 µM; 190,000 compounds, 0.06% hits; in the data active = inhibition above about 40%;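 also: 0% = no compound wells with probe peptide and 100% = reference peptide inhibitor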
Target sequence (P10415 whole entry, looked up): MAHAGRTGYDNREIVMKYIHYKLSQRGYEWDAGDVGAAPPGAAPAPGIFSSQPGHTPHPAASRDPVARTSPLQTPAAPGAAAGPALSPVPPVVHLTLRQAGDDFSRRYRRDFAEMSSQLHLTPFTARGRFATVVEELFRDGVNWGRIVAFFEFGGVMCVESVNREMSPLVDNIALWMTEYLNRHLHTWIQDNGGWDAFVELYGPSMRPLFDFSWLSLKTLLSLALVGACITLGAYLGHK
Rab7 wt modul: modulators of GTP binding to Rab7, primary screen, biochemical, wildtype, multiplex bead flow cytometry; Rab7 GTPase wild type (dog), Bodipy-FL-GTP binding; GST-Rab7 beads, fluorescent GTP binding; actives lie on both sides; untreated = 100%, excess cold GTP = 0%; GTP binding activity (percent of control), % at 10 µM; 190,000 compounds, 0.055% hits;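 active = fluorescent GTP binding to Rab7 beads changed by at least 20 points from the 100% baseline, either direction, mostly lower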;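 also: median green fluorescence of bound Bodipy-FL-GTP per Rab7 bead population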
Rac1 act GTP bind: GTP binding modulators of activated mutant Rac1, primary screen, biochemical, bead-based flow cytometry, multiplex, fluorescent GTP. 190,000 compounds, 0.11% hits. GST-Rac1 activated beads; actives lie on both sides; 100% means binding = to untreated wells. Ras-related C3 botulinum toxin substrate 1 (Homo sapiens), P63000. percent activity (GTP binding), % at 10 µM;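 active = GTP binding at least 20 percentage points away from the 100% baseline, in either direction, so actives lie on both sides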
Bfl-1 Bim block: inhibitors of Bim binding to Bfl-1, primary screen, biochemical, multiplexed, bead-based flow cytometry; Bim-Bfl-1 binding inhibition; Bcl-2-related protein A1 (Homo sapiens), Q16548; inhibition, % at 10 µM; 190,000 compounds, 0.12% hits; AID 1008, 2008;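 also: 0% = wells without compound plus tracer and 100% = blocker peptide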
Bcl-B Bim block: inhibitors of Bim-Bcl-B binding, primary screen, biochemical, multiplexed, human Bcl-2 family; inhibition, % at 10 µM; Bcl-2-like protein 10 (Homo sapiens), Q9HD36; 190,000 compounds, 0.073% hits; AID 951, 2007; bead-based flow cytometry, Bim peptide-Bcl-B binding;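 also: 0% = tracer peptide without compound and 100% = reference inhibitor peptide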
Target sequence (Q9HD36 whole entry, looked up): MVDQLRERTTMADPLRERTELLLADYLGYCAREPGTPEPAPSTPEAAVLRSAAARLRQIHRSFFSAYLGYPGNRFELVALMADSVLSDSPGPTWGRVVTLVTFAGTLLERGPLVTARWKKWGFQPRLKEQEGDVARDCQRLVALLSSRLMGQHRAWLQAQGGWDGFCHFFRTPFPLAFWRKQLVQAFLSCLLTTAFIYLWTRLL
Bcl-XL Bim block: inhibitors of Bim-Bcl-XL binding, primary screen, biochemical, multiplexed, bead flow cytometry, human Bcl-XL | Bcl-2-like protein 1 (Homo sapiens), Q07817 | Bim peptide-Bcl-XL binding, fluorescence | inhibition, % at 10 µM | 190,000 compounds, 0.04% hits | AID 1007, 2008
Rab2 wt GTP: modulators of GTP binding to Rab2A wildtype, primary screen, biochemical, dog, bead-based flow cytometry, multiplex | GST-Rab2 wt beads, Bodipy-GTP binding | 190,000 compounds, 0.19% hits | AID 760, 2007 | GTP binding activity, % at 10 µM;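 active = GTP binding activity at least 20 points away from 100%, either lowered or raised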;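 also: 0% = beads with excess unlabeled GTP and 100% = no-compound control corrected for plate trend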
Rac1 wt modul: wildtype Rac1 GTP binding modulators, primary screen, biochemical, GST-Rac1 beads, flow cytometry, multiplex; fluorescent GTP binding; actives lie on both sides; 0 = cold GTP competed, 100 = untreated; AID 757, 2007; GTP binding activity (% of control), % at 10 µM; 190,000 compounds, 0.27% hits;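 active = GTP binding activity at least 20 points away from the 100% control level, either lower or higher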
HRas wt GTP: modulators of GTP binding to HRas wildtype, primary screen, biochemical, bead-based flow cytometry, multiplex; 190,000 compounds, 0.14% hits; GST-Ras wt beads, Bodipy-FL-GTP binding; actives lie on both sides; GTP binding activity, % at 10 µM; AID 759, 2007;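 active = GTP binding activity at least 20% away from the 100% baseline, either lowered as inhibitor or raised as activator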;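 also: 0% = unlabeled GTP competition control and 100% = no-compound control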
Bim-Bcl-W: inhibitors of Bim binding to Bcl-W, primary screen, biochemical, multiplexed, bead-based flow cytometry. inhibition, % at 10 µM. Bim peptide-Bcl-W binding. Bcl-2-like protein 2 (Homo sapiens), Q92843. 190,000 compounds, 0.02% hits;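 also: 0% = bound tracer without compound and 100% = peptide blocker; higher means less fluorescent Bim peptide bound to Bcl-W beads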
Target sequence (Q92843 whole entry, looked up): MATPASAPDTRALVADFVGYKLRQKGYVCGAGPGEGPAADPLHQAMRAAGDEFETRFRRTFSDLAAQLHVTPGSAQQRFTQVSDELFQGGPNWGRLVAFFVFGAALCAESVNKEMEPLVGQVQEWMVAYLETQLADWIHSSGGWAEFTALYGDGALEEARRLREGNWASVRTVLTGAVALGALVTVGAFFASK
* hit, by the source's call. Rule as the data show it, unless noted: active = inhibition above about 40%.

A first look:
nr | molecule | Rab7 wt modul | Bim-Bcl-2 | Cdc42 wt GTP | Rab2 wt GTP | Bcl-XL Bim block | Rac1 act GTP bind | Rac1 wt modul | Bim-Bcl-W | Bcl-B Bim block | HRas wt GTP | Bfl-1 Bim block
1 | Cc1ccccc1NC(=O)CSc1nc(Nc2ccccc2)nc(N2CCOCC2)n1 | 96 | -9 | 96 | 97 | -8 | 95 | 93 | -2 | -10 | 97 | -11
2 | O=C(N/N=C/c1c[nH]c2ccccc12)c1cc(-c2ccc(-c3ccccc3)cc2)n[nH]1 | 96 | -3 | 103 | 99 | 1 | 101 | 103 | 0 | 1 | 101 | -2
3 | O=C(CCS(=O)NCc1ccccc1)NCc1ccccc1 (stereo not given) | 103 | -8 | 106 | 102 | -9 | 103 | 111 | 0 | -6 | 104 | -10
4 | CC(C)c1csc(CN2CCC(CO)(Cc3cccc(F)c3)CC2)n1 | 106 | -4 | 97 | 97 | 1 | 96 | 102 | 9 | 0 | 100 | -6

This part in full, previewed entries included:
nr | molecule | Rab7 wt modul | Bim-Bcl-2 | Cdc42 wt GTP | Rab2 wt GTP | Bcl-XL Bim block | Rac1 act GTP bind | Rac1 wt modul | Bim-Bcl-W | Bcl-B Bim block | HRas wt GTP | Bfl-1 Bim block
1 | Cc1ccccc1NC(=O)CSc1nc(Nc2ccccc2)nc(N2CCOCC2)n1 | 96 | -9 | 96 | 97 | -8 | 95 | 93 | -2 | -10 | 97 | -11
2 | O=C(N/N=C/c1c[nH]c2ccccc12)c1cc(-c2ccc(-c3ccccc3)cc2)n[nH]1 | 96 | -3 | 103 | 99 | 1 | 101 | 103 | 0 | 1 | 101 | -2
3 | O=C(CCS(=O)NCc1ccccc1)NCc1ccccc1 (stereo not given) | 103 | -8 | 106 | 102 | -9 | 103 | 111 | 0 | -6 | 104 | -10
4 | CC(C)c1csc(CN2CCC(CO)(Cc3cccc(F)c3)CC2)n1 | 106 | -4 | 97 | 97 | 1 | 96 | 102 | 9 | 0 | 100 | -6
5 | Cc1cc2nnc(SC(C)C)n2c2ccccc12 | 95 | 25 | 97 | 95 | 0 | 94 | 99 | -1 | -4 | 96 | -4
6 | CCn1ncc(Br)c1C(=O)Nc1cc(C)cc(C)c1 | 105 | 1 | 102 | 101 | -2 | 101 | 104 | 0 | -1 | 102 | -1
7 | Cc1ccc(C)c(OCCCC(=O)N2CCOCC2)c1 | 102 | -1 | 89 | 92 | -1 | 91 | 90 | 2 | -3 | 92 | 4
8 | CCc1cc(C(=O)COc2ccccc2F)c(O)cc1O | 96 | -6 | 96 | 95 | -4 | 93 | 94 | 0 | -5 | 96 | -10
9 | CCC(CCC(=O)Nc1ccn(-c2ccccc2)n1)C(=O)O (stereo not given) | 100 | -8 | 103 | 99 | -6 | 99 | 102 | -3 | -7 | 99 | -14
10 | COc1ccc(OC(=O)c2cn(C)nc2C(F)(F)F)cc1 | 98 | -5 | 101 | 98 | 3 | 98 | 99 | 0 | -9 | 99 | -12
11 | O=C(O)CC12C[C@H]3C[C@@H](C1)CC(n1ncc(N4CCN(c5ccccc5)CC4)c(Cl)c1=O)(C3)C2 | 97 | -7 | 103 | 99 | -5 | 99 | 102 | -4 | -5 | 100 | -9
12 | Cc1noc(C)c1CS(=O)(=O)c1ccc(Br)cc1 | 102 | 1 | 97 | 100 | -1 | 99 | 98 | 0 | -1 | 99 | 0
13 | O=C(Oc1ccc(OC(=O)N2CCCCC2)cc1)N1CCCCC1 | 93 | -1 | 95 | 95 | -2 | 94 | 95 | 0 | -1 | 95 | -4
14 | Cc1cc(C)n2nc[n+](C)c2n1 | 101 | -3 | 101 | 100 | -5 | 99 | 102 | 2 | 1 | 101 | -8
15 | O=C(COc1ccccc1-c1ccccc1)NCc1ccco1 | 98 | -8 | 99 | 97 | -1 | 99 | 98 | -3 | -5 | 95 | -7
16 | CCn1c(CCNC(=O)c2cccs2)nnc1SCC(=O)NC1CCCCC1 | 98 | -5 | 102 | 100 | -1 | 97 | 102 | 0 | -5 | 98 | -13
17 | Cc1ccc(SCC2(O)CCN(S(=O)(=O)c3ccc(Cl)cc3)CC2)cc1 | 101 | -11 | 100 | 97 | -4 | 96 | 103 | -9 | -3 | 98 | -7
18 | CCSc1nc2ccccc2n1Cc1nc(N)nc(N(C)C)n1 | 102 | -3 | 100 | 101 | 0 | 100 | 101 | -3 | -6 | 101 | -10
19 | CCCC(=O)Nc1cc2c(cc1C(=O)c1ccccc1)OCCO2 | 104 | -10 | 105 | 104 | 5 | 100 | 106 | 4 | -9 | 104 | -9
20 | CC1CCc2nc3ccc(S(=O)(=O)N4CCC(C(=O)N5CCCCCC5)CC4)cc3c(C(=O)O)c2C1 (stereo not given) | 92 | 2 | 88 | 87 | -1 | 88 | 90 | 1 | 4 | 87 | 4
21 | COc1cccc(CN2CCN(C(=O)c3ccc(-c4ccccc4)cc3)CC2)c1 | 98 | 0 | 104 | 99 | -7 | 102 | 106 | -4 | -4 | 101 | -7
22 | CC1(C)CC(N2CCN(c3ccccc3)CC2)=CC(=[N+]2CCCC2)C1 | 99 | -5 | 101 | 100 | -13 | 98 | 101 | 1 | -10 | 100 | -10
23 | CS(=O)(=O)Cc1nc2ccccc2oc1=O | 103 | 1 | 104 | 102 | -9 | 100 | 104 | -4 | -2 | 100 | 0
24 | O=C(Nc1ccccc1C(=O)OCC(=O)c1c[nH]c2ccccc12)c1ccco1 | 101 | -8 | 102 | 99 | -9 | 97 | 101 | -6 | -10 | 98 | -12
25 | COc1ccc(N2C(=O)CC(Sc3nnc(-c4ccccc4F)n3C)C2=O)cc1 (stereo not given) | 102 | 2 | 100 | 101 | 0 | 98 | 100 | 0 | -1 | 99 | -1
26 | Cc1cc(C)nc(SCc2nnc(SCC(=O)N3CCCc4ccccc43)n2C)n1 | 100 | -6 | 101 | 101 | -3 | 100 | 101 | 1 | -11 | 101 | -12
27 | CC(=O)Oc1ccc(C(=O)[C@H]2[C@H]3C(=O)N(c4ccc5ccccc5c4)C(=O)[C@H]3[C@@H]3C=CC=NN32)cc1 | 98 | -8 | 98 | 95 | -2 | 95 | 100 | -3 | -1 | 97 | -5
28 | Cc1ccc(C2C(C#N)=C(N)Oc3n[nH]c(-c4cccs4)c32)cc1 (stereo not given) | 96 | 0 | 100 | 102 | 0 | 97 | 105 | 0 | 6 | 99 | 7
29 | CCCCn1c(C)csc1=Nc1cccnc1 | 102 | -1 | 96 | 97 | -6 | 99 | 104 | -1 | -13 | 101 | 1
30 | COC(=O)C1=C(C)NC(C)=C(C(=O)OC)C1C(=O)OC(C)C(=O)c1ccccc1 (stereo not given) | 98 | -3 | 98 | 95 | -6 | 96 | 97 | -1 | -6 | 96 | -9
31 | Cc1cc(C(=O)NCCC2=CCCCC2)no1 | 104 | -10 | 102 | 100 | -6 | 97 | 103 | -2 | -7 | 99 | -18
32 | CCOC(=O)Cn1cnc2sc(C(=O)OC)c(C)c2c1=O | 93 | -5 | 96 | 95 | -6 | 95 | 95 | 1 | -12 | 94 | -5
33 | O=C1CCCN2N=C(SCC(=O)Nc3nc4ccccc4s3)SC2=N1 | 96 | 2 | 103 | 102 | 0 | 99 | 109 | -1 | -3 | 99 | -1
34 | CN(Cc1ccccc1)C(=O)c1ccccc1NC(=O)c1ccco1 | 98 | -7 | 108 | 99 | -2 | 101 | 107 | 1 | -5 | 103 | -13
35 | O=C(CSc1nc2ccccc2[nH]1)NCC1CCCO1 (stereo not given) | 98 | -7 | 103 | 101 | -7 | 99 | 101 | -6 | -9 | 100 | -7
36 | CC(C)(Oc1ccc(Cl)cc1)C(=O)OCC(=O)N1CCCC1 | 103 | -6 | 103 | 101 | -9 | 100 | 106 | 0 | -11 | 102 | -15
37 | Cc1cccc(CSc2nc3c(c(=O)n2C)SCC3)c1 | 105 | -3 | 92 | 93 | -2 | 90 | 97 | -3 | -5 | 95 | -2
38 | NC(=O)c1cc(N)ccc1N1CCCCC1 | 109 | -1 | 102 | 100 | -1 | 96 | 102 | -2 | -6 | 101 | -4
39 | Cc1ccc(CN2CCS(=O)(=O)CC2)cc1 | 102 | -1 | 105 | 103 | -1 | 102 | 107 | -4 | -3 | 106 | 1
40 | CCOC(=O)c1sc(=S)n(CC)c1N | 102 | 0 | 98 | 101 | -4 | 95 | 98 | -1 | -4 | 99 | -2
41 | O=C(CSc1ccc2ccccc2n1)Nc1nsc(-c2ccc(Cl)cc2)n1 | 97 | -187 | 98 | 95 | -121 | 97 | 97 | -75 | -128 | 96 | -42
42 | COc1cc(/C=C(/C#N)c2nc3ccccc3c(=O)[nH]2)ccc1O | 100 | 0 | 97 | 98 | -2 | 100 | 100 | 2 | -2 | 97 | -2

Exported with one line to a screen: part of the list above
34. CN(Cc1ccccc1)C(=O)c1ccccc1NC(=O)c1ccco1
35. O=C(CSc1nc2ccccc2[nH]1)NCC1CCCO1 (stereo not given)
36. CC(C)(Oc1ccc(Cl)cc1)C(=O)OCC(=O)N1CCCC1
37. Cc1cccc(CSc2nc3c(c(=O)n2C)SCC3)c1
38. NC(=O)c1cc(N)ccc1N1CCCCC1

assay / compound | 34 | 35 | 36 | 37 | 38
Rab7 wt modul | 98 | 98 | 103 | 105 | 109
Bim-Bcl-2 | -7 | -7 | -6 | -3 | -1
Cdc42 wt GTP | 108 | 103 | 103 | 92 | 102
Rab2 wt GTP | 99 | 101 | 101 | 93 | 100
Bcl-XL Bim block | -2 | -7 | -9 | -2 | -1
Rac1 act GTP bind | 101 | 99 | 100 | 90 | 96
Rac1 wt modul | 107 | 101 | 106 | 97 | 102
Bim-Bcl-W | 1 | -6 | 0 | -3 | -2
Bcl-B Bim block | -5 | -9 | -11 | -5 | -6
HRas wt GTP | 103 | 100 | 102 | 95 | 101
Bfl-1 Bim block | -13 | -7 | -15 | -2 | -4
